L929 necroptosis = L929 zVAD cell death inhibition | L929 zVAD necroptosis rescue, ATP luminescence, 24 h; with zVAD 60 µM | viability rescue, % at 10 µM | 0.38% of 220,000 active;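 active = activation, scaled between plate controls, above about 75%, limit read from the data; inactive = activation under that limit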;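 note: 0% = zVAD with DMSO and 100% = DMSO alone without zVAD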
FXIIa inh 1536 = factor XIIa (human) inhibition; 0.3% of 220,000 active; inhibition, % at 5 µM; purified FXIIa, Boc-QGR-AMC fluorogenic substrate, 2 h; in the data active = inhibition above about 40%;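 note: 0% = enzyme with no compound and 100% = blank without enzyme; many of its hits are not listed in these tables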
Target sequence (P00748 20-372 limits assumed): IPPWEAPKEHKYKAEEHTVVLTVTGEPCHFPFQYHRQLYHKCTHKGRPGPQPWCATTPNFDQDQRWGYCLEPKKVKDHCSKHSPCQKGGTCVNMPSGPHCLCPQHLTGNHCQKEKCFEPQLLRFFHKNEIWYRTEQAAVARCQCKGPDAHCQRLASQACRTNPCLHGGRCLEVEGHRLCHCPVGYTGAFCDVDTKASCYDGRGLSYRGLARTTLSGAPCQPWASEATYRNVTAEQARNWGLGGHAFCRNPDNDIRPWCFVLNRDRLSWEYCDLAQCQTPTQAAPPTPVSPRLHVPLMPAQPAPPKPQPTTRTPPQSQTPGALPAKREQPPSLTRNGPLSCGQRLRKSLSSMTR
Target sequence (P00748 373-615 limits assumed): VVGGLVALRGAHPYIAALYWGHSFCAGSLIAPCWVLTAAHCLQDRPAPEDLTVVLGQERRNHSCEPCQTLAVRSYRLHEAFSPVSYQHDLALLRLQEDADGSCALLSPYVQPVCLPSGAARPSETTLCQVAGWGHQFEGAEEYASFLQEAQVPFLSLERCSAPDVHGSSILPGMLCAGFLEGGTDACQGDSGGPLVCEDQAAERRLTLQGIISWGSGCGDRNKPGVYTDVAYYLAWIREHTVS
CHOP inh = CHOP inhibition in unfolded protein response | CHO-K1 CHOP-promoter luciferase, tunicamycin-induced, 15-18 h | inhibition, % at 10 µM | 3.8% of 220,000 active;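 active = compounds that reduced the stress-induced luciferase reporter signal by more than about 70% of percent inhibition, limit read from the data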;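 note: 0% = tunicamycin plus vehicle and 100% = wells without tunicamycin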
TNF necrop inh = inhibitors of TNF-alpha induced necroptosis in Jurkat FADD-/- cells | activation (protection from cell death), % at 10 µM | AID 463075 | 0.068% of 220,000 active | Jurkat FADD-/- TNF necroptosis rescue, ATP luminescence, 24 h; 0 = TNF only, 100 = no-TNF cells;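 active = activation, meaning protection from cell death, of at least 50% relative to plate controls; inactive = activation below 50%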;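 note: necroptosis triggered by 40 ng/mL TNF-alpha added together with compound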
PPC-1+TRAIL kill = PPC-1 cancer cell killing with TRAIL present; PPC-1 cells + TRAIL, ATPLite viability luminescence; cell killing (% activity), % at 4 µM; 0.41% of 220,000 active;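 active = cell killing above 50% in the first pass at 4 µM, then a duplicate retest at 5 µM averaging 50% or more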;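 note: plate controls were cells with TRAIL plus DMSO for no effect and medium-only wells lacking cells for full effect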
TbHK1 inh = T. brucei hexokinase 1 inhibition. recombinant TbHK1, G6PDH-coupled NADH A340. inhibition, % at 10 µM. 0.11% of 220,000 active;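 active = inhibition of 50% or more in the single-dose primary screen; inactive = inhibition below 50%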
Wee1 degr inh = blocks degradation of human Wee1 kinase; HeLa Luc-Wee1K328M stability, luciferase luminescence; 100% = proteasome inhibitor MG132 effect; 1.2% of 220,000 active; AID 1321; reporter increase, % at 5 µM;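 active = activation above the mean of all tested compounds plus 3 SD, set per screening run, cut at about 8.8% in these data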;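 note: cells exposed to compound for 20 h before luminescence read; 0% = DMSO alone and 100% = MG132 at 30 µM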
FXIa inh = inhibitors of human coagulation factor XIa | purified FXIa, Boc-Glu-Ala-Arg-AMC fluorogenic substrate | AID 798 | 0.14% of 220,000 active | P03951 | inhibition, % at 5 µM;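 active = inhibition of at least 40%; inactive = inhibition below 40%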;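 note: fluorescence of freed AMC excited at 355 nm; 0% = enzyme without compound and 100% = no enzyme blank; many of its hits are not listed in these tables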
EP2 antag = EP2 receptor (human) inhibition. P43116. inhibition, % at 25 µM. AID 1422. 0.52% of 260,000 active. C6 glioma cells expressing human EP2, cAMP TR-FRET; cells stimulated with saturating PGE2;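 active = percent inhibition above 40 after rounding to a whole number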;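 note: rat C6 glioma host cells with rolipram phosphodiesterase inhibitor present; the protocol text gives 20 µM as final concentration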
Target sequence (P43116 whole entry, looked up): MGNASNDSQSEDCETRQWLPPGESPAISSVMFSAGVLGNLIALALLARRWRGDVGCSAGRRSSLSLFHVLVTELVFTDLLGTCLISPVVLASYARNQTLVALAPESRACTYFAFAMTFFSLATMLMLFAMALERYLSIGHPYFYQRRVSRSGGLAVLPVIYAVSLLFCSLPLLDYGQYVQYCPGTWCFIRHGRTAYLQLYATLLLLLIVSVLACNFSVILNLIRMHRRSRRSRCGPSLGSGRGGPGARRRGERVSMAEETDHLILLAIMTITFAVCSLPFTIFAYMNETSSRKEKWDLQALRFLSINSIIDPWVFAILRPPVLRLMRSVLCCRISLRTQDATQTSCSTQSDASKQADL
An asterisk follows results filed as active; x = no result given; & = joins results of further samples. These rows are one share of the data; the hit share may differ from the screen's.

Values run as follows: L929 necroptosis | FXIIa inh 1536 | CHOP inh | TNF necrop inh | PPC-1+TRAIL kill | TbHK1 inh | Wee1 degr inh | FXIa inh | EP2 antag
1: O=C(Nc1cccn(Cc2c(Cl)cccc2Cl)c1=O)c1ccc(Cl)cc1Cl
    0.9 | 5 | 22 | -9.1 | 1 | -1 | 3 | -21 | 4
2: CCc1c(O)nc(SCC(=O)Nc2ccc3c(c2)CCC3)[nH]c1=O
    0.1 | 0 | 20 | -3.3 | -19 | 1 | 0 | -6 | 12&6
3: Cc1cc(OCCCn2ccnc2)ccc1C(C)C
    -0.1 | 10 | -4 | 0.6 | -1 | 27 | -1 | 7 | 6
4: CN(Cc1ccccc1)C(=O)CCS(=O)(=O)c1ccc2c(c1)n(C)c(=O)c(=O)n2C
    1.1 | 17 | -25 | 0.0 | -5 | 0 | -1 | 4 | 14
5: CCOc1ccc(C(CC(=O)O)NC(=O)c2cccs2)cc1OC (stereo not given)
    5.6 | 7 | 4 | 0.8 | 9 | -5 | 3 | -2 | 11&13
6: CCOc1cc(/C=N/O)cc(Br)c1OC
    0.2 | 5 | 24 | -2.2 | 26 | 3 | -2 | 2 | 8
7: CN1CCCN(Cc2ccccc2C(F)(F)F)CC1
    0.3 | 23 | -36 | 2.6 | 6 | -2 | 0 | 18 | 5
8: Cn1c(SCC(=O)NC2CCCC2)nc2cccnc21
    -0.2 | 9 | -15 | -2.7 | 0 | -3 | 1 | 2 | 12
9: C=CCN(CC=C)C(=O)c1cccc(S(=O)(=O)N2c3ccccc3CC2C)c1 (stereo not given)
    -0.1 | 8 | 13 | 1.5 | -23 | -5 | 1 | 1 | 1
10: CCCNC(C)C(=O)Nc1ccccc1C (stereo not given)
    x | x | 7&8 | x | -28 | x | 0 | x | 14&13&9
11: Cc1ccccc1OCCC(=O)NCCc1ccc(S(N)(=O)=O)cc1
    0.3 | 7 | 21 | 1.8 | 0 | 23 | 0 | 4 | 8
12: O=C(COC(=O)c1cccc(C(F)(F)F)c1)NCc1ccccc1
    0.2 | 14 | 5 | 0.9 | -22 | -3 | -1 | 6 | 10
13: N#CC1(C#N)[C@@H](C(=O)C23CC4CC(CC(C4)C2)C3)C12CCOCC2
    0.8 | 7 | 19 | 0.8 | 15 | 20 | 0 | 6 | 5
14: CN(C)c1ccnc2sc3c(=O)n(-c4ccccc4)cnc3c12
    0.0 | 2 | 10 | 0.9 | 11 | -9 | 1 | 2 | 5
15: CC1=C(C(=O)OCC(C)C)C(c2ccsc2)NC(=O)N1 (stereo not given)
    1.3 | 4 | 51 | -2.7 | 13 | 8 | 2 | -9 | 5

Values run as follows: L929 necroptosis | FXIIa inh 1536 | CHOP inh | TNF necrop inh | PPC-1+TRAIL kill | TbHK1 inh | Wee1 degr inh | FXIa inh | EP2 antag
16: CCC1=[N+](CC(=O)c2ccc(C)cc2)CCn2cccc21
    -0.1 | 9 | -1 | 0.3 | -9 | -24 | -2 | 1 | 11&6
17: COc1ccc(-c2cc(-c3n[nH]c(=S)n3-c3cccc4ccccc34)[nH]n2)cc1
    2.5 | 7 | -14 | -3.6 | 12 | 5 | 0 | 0 | 4
18: COc1ccc(NC(=O)C2CCCN(C)C2)cc1OCC(C)C (stereo not given)
    0.3 | 15 | -8 | -0.3 | 6 | 6 | -2 | 10 | 3
19: COc1ccc(NC(=O)c2oc3ccccc3c2NC(=O)C2CCCO2)cc1OC (stereo not given)
    2.4 | 11 | 0 | -2.2 | 15 | -16 | 1 | 4 | 5
20: COC(=O)c1ccc(C2C(Oc3ccc(OC)cc3)C(=O)N2CCc2ccc(OC)c(OC)c2)cc1 (stereo not given)
    -0.1 | 0 | 11 | 1.2 | 21 | -9 | 1 | -3 | 5
21: CCOC(=O)c1cc(CC)sc1N
    -0.1 | 15 | 11 | -9.5 | 11 | -3 | -1 | 1 | 12
22: O=C1CCc2cc(S(=O)(=O)NC(C(=O)N3CCN(c4ccccn4)CC3)c3ccccc3)ccc2N1 (stereo not given)
    1.1 | 10 | -5 | 1.2 | 2 | -4 | 1 | -1 | 12
23: N=C1/C(=C/c2cccn2-c2ccc([N+](=O)[O-])cc2)C(=O)N=C2SC=CN12
    1.5 | 4 | 56 | 0.9 | 7 | -18 | -1 | 5 | 7
24: CCCC1C(=O)N(Cc2ccccc2)C(=O)CC1C (stereo not given)
    -0.5 | 4 | -2 | 32 | -9 | -3 | 4 | 1 | 9
25: Cc1cc(NC(=O)c2ccc(N3C(=O)CCC3=O)cc2)no1
    0.2 | 8 | -4 | -0.7 | 3 | -1 | -2 | -4 | 14
26: CCOC(=O)CCCc1ccc(/C(C)=N/NC(N)=S)cc1
    -1.5 | 4 | 47 | -22 | -10 | -7 | -2 | 0 | 6
27: Cc1ccc(C2C(C#N)=C(N)OC3=C2C(=O)CC(C)(C)C3)s1 (stereo not given)
    0.9 | 6 | 16 | -3.1 | -5 | -2 | 6 | -3 | 4
28: COc1ccc(-n2c(N)c(C#N)c3ccc([N+](=O)[O-])cc3c2=O)cc1
    0.8 | 1 | -17 | 0.0 | 2 | 0 | 3 | 1 | 16
29: Cc1cccc2cc(CN(Cc3ccc(F)cc3)C(=O)N3CCOCC3)c(=O)[nH]c12
    -0.1 | 13 | -12 | 0.5 | 11 | -21 | -3 | 10 | 14&18
30: O=C(CCOc1ccccc1)N1CCN(c2ccc(O)cc2)CC1
    -0.7 | 2 | 18 | -14 | 19 | -6 | 1 | -3 | 8

Next section (two carried over from the part before).
Values run as follows: L929 necroptosis | FXIIa inh 1536 | CHOP inh | TNF necrop inh | PPC-1+TRAIL kill | TbHK1 inh | Wee1 degr inh | FXIa inh | EP2 antag
29: Cc1cccc2cc(CN(Cc3ccc(F)cc3)C(=O)N3CCOCC3)c(=O)[nH]c12
    -0.1 | 13 | -12 | 0.5 | 11 | -21 | -3 | 10 | 14&18
30: O=C(CCOc1ccccc1)N1CCN(c2ccc(O)cc2)CC1
    -0.7 | 2 | 18 | -14 | 19 | -6 | 1 | -3 | 8
31: COc1cccc(C(=O)Nc2nnc(C3CCCO3)s2)c1 (stereo not given)
    -0.7 | 13 | -5 | -0.4 | 8 | 0 | 1 | 9 | 9
32: CCOc1ccc(/C=C/C(=O)NCc2ccccc2)cc1
    1.9 | 4 | -7 | 2.2 | 20 | -2 | 5 | 2 | 2
33: Cc1onc(-c2ccc(Cl)cc2)c1-c1ccnc(SCC(=O)Nc2ccc(C(C)C)cc2)n1
    1.8 | 9 | -2 | 3.6 | 24 | -2 | -2 | -3 | 4
34: CCC(CO)NC(=O)c1ccc(-c2nn(C)c(=O)c3ccccc23)cc1 (stereo not given)
    -0.6 | 3 | -2 | -0.5 | 1 | -8 | 1 | 2 | 3
35: COc1ccc(-n2c(SCC(=O)Nc3ccccc3)nc(O)cc2=O)cc1
    -1.0 | 15 | 22 | 0.4 | -7 | -6 | 3 | 5 | 4
36: O=C(COC(=O)c1ccccc1O)Nc1cccc(S(=O)(=O)NC2=NCCCCC2)c1
    0.7 | 9 | 5 | 2.5 | 14 | 6 | 0 | 2 | 10
37: O=C(c1ccco1)N1CCN(S(=O)(=O)c2ccc(Cl)s2)CC1
    0.0 | 1 | -1 | -0.7 | 10 | 0 | 0 | -9 | 7
38: CC(C)c1ccccc1NC(=O)COC(=O)CNC(=O)c1ccc(Br)cc1
    -0.3 | 26 | -26 | 0.2 | -13 | -2 | 1 | 20 | 6
39: Cc1cc(Cl)c(OCCCN(C)C)c(Br)c1
    0.5 | 11 | 14 | 3.0 | 4 | 14 | 1 | 1 | 10
40: COCCn1c(Cc2ccccc2)nnc1SCC(=O)Nc1cc(C)on1
    -0.8 | -1 | -21 | 1.0 | -11 | -1 | 5 | 2 | 0
41: C=CCNC(=O)NC(=O)COC(=O)/C(C#N)=C/c1cc(C)n(CC(C)C)c1C
    0.3 | 21 | 18 | 0.3 | -7 | -10 | 0 | 2 | 8
42: O=S(=O)(Cc1cc(-c2ccccc2Cl)no1)c1ccccc1
    3.9 | x | 0 | 1.2 | 11 | -2 | 7 | -5 | 5
43: NNC(=S)Nc1cccc(-c2n[nH]c(=S)o2)c1
    0.6 | 1 | 5 | 2.4 | 20 | -5 | -1 | -3 | 24
44: O=C(NCCc1ccc2c(c1)OCCO2)c1cccc(F)c1
    0.0 | 10 | -21 | -1.0 | -11 | 21 | 7 | 6 | 5
45: COc1cc(C(=O)Nc2nc(-c3ccc(Cl)cc3)c(C)s2)ccc1OCC(=O)Nc1ccc(F)cc1
    -0.6 | 2 | 77* | -0.9 | 15 | -8 | -1 | 3 | 14

Values run as follows: L929 necroptosis | FXIIa inh 1536 | CHOP inh | TNF necrop inh | PPC-1+TRAIL kill | TbHK1 inh | Wee1 degr inh | FXIa inh | EP2 antag
46: Cc1cccc(Nc2ncc3c(n2)CC(C)CC3=O)c1 (stereo not given)
    3.5 | 0 | 61 | 0.6 | 19 | -33 | 0 | -7 | 19
47: CC1CN(C(=O)C2CCCCC2)C(C)CN1C(=O)C1CCCCC1 (stereo not given)
    -0.2 | 13 | -19 | -0.6 | 6 | -4 | 4 | -1 | 10
48: COCCNC(=S)Nc1cc(OC)c(NC(=O)c2ccco2)cc1OC
    1.9 | 10 | 3 | 1.0 | -24 | -6 | -1 | -1 | 4&7
49: O=C(O)/C=C/C(=O)Nc1ccc(Oc2ccccc2)cc1
    1.2 | 0 | 21 | 5.3 | 16 | -11 | 0 | 4 | 16
50: COc1ccc2c(c1)CCCC21NC(=O)NC1=O (stereo not given)
    0.5 | 10 | 48 | -3.5 | -4 | 8 | 1 | -9 | 5
51: COc1ccccc1C(=O)Nc1cc2c(ccc3ccccc32)oc1=O
    -0.1 | 11 | -2 | -0.3 | 10 | -7 | 1 | 2 | x
52: COc1ccc(S(=O)(=O)N(C)C)cc1NC(=O)[C@H](Cc1ccccc1)N1C(=O)c2ccccc2C1=O
    0.5 | 0 | 1 | 3.5 | 2 | -2 | 5 | -4 | 7
53: CC1=C(C#N)C(=O)N(C2CCS(=O)(=O)C2)C(=O)/C1=C\c1ccc(C)o1 (stereo not given)
    1.5 | 9 | -8 | -1.9 | 0 | -12 | 0 | -3 | 14
54: O=C(O)c1cccc2[nH]c(C(F)(F)F)nc12
    1.5 | 3 | 6 | 2.5 | 9 | 2 | -1 | -2 | 15
55: COc1ccc(C(=O)C2C(c3ccc(-c4ccccc4[N+](=O)[O-])o3)NC(=O)NC2(O)C(F)(F)F)cc1 (stereo not given)
    1.0 | 4 | 17 | -3.6 | -3 | -2 | -2 | 13 | 8
56: Cc1ccc(S(=O)(=O)NCCSc2nnnn2-c2ccc(C(N)=O)cc2)cc1
    -0.8 | -3 | 11 | 0.4 | -10 | -1 | -2 | -6 | 9
57: CCn1c(COc2cccc(OC)c2)nnc1SCC(=O)Nc1ccccc1C(=O)OC
    0.3 | 3 | 24 | -1.3 | -5 | -3 | -1 | -2 | 9
58: Cc1ccc(-c2c(C)n([O-])c3c([n+]2=O)CCCCC3)o1
    1.2 | -1 | -15 | 2.0 | 6 | -12 | -2 | 0 | 4
59: O=S1(=O)C=C(Sc2nc3ccccc3s2)c2ccccc21
    0.9 | 10 | x | -2.0 | 12 | 0 | 3 | -5 | 37
60: Cc1ccc(C(=O)N2CC(C)OC(C)C2)c(Cl)c1 (stereo not given)
    0.6 | -8 | 4 | -0.1 | 24 | 1 | -4 | 4 | 10
61: CCN(CCn1cccn1)C(=O)c1cc(COc2ccc(F)cc2Cl)on1
    0.6 | 1 | -3 | 1.8 | 8 | -2 | 5 | 0 | 4
62: CC(/C=N/NC(=O)c1cc(-c2cccnc2)nc2c1c(C)nn2-c1ccccc1)=C\c1ccccc1
    1.4 | 6 | 31 | -6.9 | 14 | -22 | 2 | 11 | 15
63: COc1ccc(Cn2nnnc2C(c2ccccc2Cl)N2CCN(C3CCCC3)CC2)cc1 (stereo not given)
    4.4 | -13 | 18 | 1.5 | 12 | 5 | -2 | -1 | 9

Screens from PubChem BioAssay.
